Dicer inh: inhibitors of Dicer pre-microRNA processing, primary screen, biochemical, cat-ELCCA, chemiluminescence; cat-ELCCA pre-miR-21 Dicer processing; active compounds read high; 6% of 47,000 active; z-score at 25 µM; AID 1347074, 2019; in the data active means z-score above about 3, passing the limit was not always enough;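 further: plate controls were vehicle for no effect and no enzyme for full effect; higher signal means more uncleaved substrate so more Dicer inhibition; strong numbers were not always called active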
Target sequence (Q9UPY3 whole entry, looked up): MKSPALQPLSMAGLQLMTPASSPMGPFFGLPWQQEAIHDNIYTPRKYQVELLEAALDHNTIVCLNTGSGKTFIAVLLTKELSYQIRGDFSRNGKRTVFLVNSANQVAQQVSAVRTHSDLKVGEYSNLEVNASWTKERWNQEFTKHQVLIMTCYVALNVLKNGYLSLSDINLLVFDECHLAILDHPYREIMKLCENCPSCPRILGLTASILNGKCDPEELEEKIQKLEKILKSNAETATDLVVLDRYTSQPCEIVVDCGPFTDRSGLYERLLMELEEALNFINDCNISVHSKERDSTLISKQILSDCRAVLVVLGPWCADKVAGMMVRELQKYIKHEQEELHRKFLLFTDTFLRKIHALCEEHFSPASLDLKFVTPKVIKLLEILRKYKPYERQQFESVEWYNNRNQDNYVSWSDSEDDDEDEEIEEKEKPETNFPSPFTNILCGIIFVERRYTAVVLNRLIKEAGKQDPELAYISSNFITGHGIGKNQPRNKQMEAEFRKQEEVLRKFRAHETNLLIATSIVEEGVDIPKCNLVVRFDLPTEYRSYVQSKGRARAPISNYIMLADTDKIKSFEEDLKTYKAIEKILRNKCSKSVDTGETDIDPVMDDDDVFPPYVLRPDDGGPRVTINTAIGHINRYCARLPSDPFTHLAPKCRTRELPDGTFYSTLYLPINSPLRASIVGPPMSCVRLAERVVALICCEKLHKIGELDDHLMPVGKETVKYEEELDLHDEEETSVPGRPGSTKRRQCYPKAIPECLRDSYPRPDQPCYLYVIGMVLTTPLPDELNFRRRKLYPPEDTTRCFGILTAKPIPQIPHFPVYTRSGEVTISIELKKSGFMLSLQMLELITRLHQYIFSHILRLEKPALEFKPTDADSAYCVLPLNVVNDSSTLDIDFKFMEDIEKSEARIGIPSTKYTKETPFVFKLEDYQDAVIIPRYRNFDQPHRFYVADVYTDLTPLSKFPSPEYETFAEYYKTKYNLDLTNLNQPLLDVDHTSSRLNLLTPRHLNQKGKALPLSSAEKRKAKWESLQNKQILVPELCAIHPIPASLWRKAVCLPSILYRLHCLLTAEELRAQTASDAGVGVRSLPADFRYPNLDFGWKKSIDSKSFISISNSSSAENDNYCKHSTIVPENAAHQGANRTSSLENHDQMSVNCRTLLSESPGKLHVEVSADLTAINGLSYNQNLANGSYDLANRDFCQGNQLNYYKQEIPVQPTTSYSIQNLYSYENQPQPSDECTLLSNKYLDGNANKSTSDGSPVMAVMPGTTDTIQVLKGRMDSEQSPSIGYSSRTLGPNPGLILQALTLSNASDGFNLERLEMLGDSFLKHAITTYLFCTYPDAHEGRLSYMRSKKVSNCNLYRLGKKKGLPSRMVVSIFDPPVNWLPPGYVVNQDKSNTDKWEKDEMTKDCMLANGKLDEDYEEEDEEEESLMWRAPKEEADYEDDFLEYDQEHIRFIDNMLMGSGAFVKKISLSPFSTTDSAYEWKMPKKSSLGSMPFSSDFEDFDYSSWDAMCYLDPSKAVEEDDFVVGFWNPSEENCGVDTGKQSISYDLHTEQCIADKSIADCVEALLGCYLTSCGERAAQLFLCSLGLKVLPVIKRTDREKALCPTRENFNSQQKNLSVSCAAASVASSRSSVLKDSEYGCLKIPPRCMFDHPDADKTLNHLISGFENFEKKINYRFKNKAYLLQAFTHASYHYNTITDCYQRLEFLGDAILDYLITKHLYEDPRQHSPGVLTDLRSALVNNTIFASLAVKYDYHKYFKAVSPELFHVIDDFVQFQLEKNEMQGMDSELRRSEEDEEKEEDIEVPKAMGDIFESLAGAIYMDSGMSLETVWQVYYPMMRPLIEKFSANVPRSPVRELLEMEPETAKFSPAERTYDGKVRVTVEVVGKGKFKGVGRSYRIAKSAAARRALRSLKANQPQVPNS
The depositor's hits bear a star. A portion of the library; the hit share may differ from the screen's.

SMILES | Dicer inh
COc1nc(NCC(C)C)nc(Oc2ccc(=O)[nH]n2)n1 | -0.42
CCN1C(=O)N(CC)C2NC(=O)NC21 (stereo not drawn) | -0.21
Cn1cnnc1SCc1ccc([N+](=O)[O-])cc1 | 0.1
CCNC(=O)c1cccc2c1-c1ccccc1C2=O | -1.5
Cc1cc(C)n2nc(Sc3ccc(C(F)(F)F)cc3[N+](=O)[O-])nc2n1 | -0.07
Nc1nc(COc2cccc3cccnc23)nc(Nc2ccc(Cl)cc2)n1 | -1
CCOC(=O)CC(=O)CSc1nc(C)c2cc(OCC)ccc2n1 | 0.05
O=[N+]([O-])c1csc(C2Nc3ccccc3N2)c1 | -0.88
C=Cc1c(C)c2cc3[nH]c(cc4nc(cc5nc(cc1[nH]2)C(C)=C5CCC(=O)O)C(CCC(=O)O)=C4C)c(C)c3C=C | -1.1
CCc1ccc(C2C(C(=O)OC)=C(C)NC3=C2C(=O)CCC3)s1 (stereo not drawn) | -0.98
CSc1ccc(C2c3c(oc4ccccc4c3=O)C(=O)N2c2nncs2)cc1 (stereo not drawn) | 1.4
COC(=O)Nc1cc(C)nc2ccccc12 | -0.2
COc1ccc(-c2c(-c3ccccc3)oc3cc(O)ccc3c2=O)cc1 | 0.83
O=C(NC(=S)Nc1cc(-c2cccs2)[nH]n1)c1ccccc1 | 0.84
COc1ccc2c(c1)c(=O)oc1c(C)c3occ(C)c3cc12 | -0.37
COc1cccc(Oc2ccc(NC(=O)c3cc4cc(Br)ccc4o3)cn2)c1 | 3.1*
Cc1nn(-c2ccccc2)c(-c2ccccc2[N+](=O)[O-])c1C(=O)O | 0.72
Cc1nn(-c2cc(C)c3ccccc3n2)c2c1C1C(C2)C1(C)C (stereo not drawn) | 0.74
CC1(C)SC([C@@H](O)[C@H](O)[C@H](O)CO)N[C@H]1C(=O)O (stereo partly drawn) | -1.6
CC1=C(C#N)C(c2sc3ccccc3c2C)C2=C(CCCC2=O)N1 (stereo not drawn) | -1.1
Nc1c(C(=O)Nc2ccc(F)c(F)c2)sc2nc(-c3ccncc3)ccc12 | 1.8
O=C(CSc1nc2c(c(C(F)(F)F)n1)CCc1ccccc1-2)NCc1cccnc1 | 2.3
COc1ccc(N2C(=O)C3C(C2=O)N2CCCN2C3c2ccccc2)cc1 (stereo not drawn) | -0.23
CC(C)(C)c1ccc(S/C(=C/C(=O)O)C(=O)O)cc1 | -0.41
O=C(COc1ccccc1)OCC(=O)c1ccc(Br)cc1 | 1.6
COCCCN1C(=O)C(=O)/C(=C(\O)c2ccc(C)cc2)C12C(=O)N(C)c1ccccc12 (stereo not drawn) | -1.7
Cc1[nH]nc(-c2cccs2)c1C(=O)NN | 5
COc1cc(/C=N/NC(=S)N/N=C/c2ccc(O)c(OC)c2)ccc1O | 3.9*
O=C(Oc1ccc(-c2nnco2)cc1)N1CCCCC1 | -0.89
ClC1(Cl)CC1CSC1=NCCN1 (stereo not drawn) | -1.5
Cn1c2c(c(=O)n(C)c1=O)CN(CCO)CN2 | -3.4
O=C1CC(c2ccccc2Cl)Sc2ccccc2N1 (stereo not drawn) | 0.97
O=C1CN(C(=O)OCc2ccccc2)CCN1 | 0.57
CS(=O)(=O)c1sc(Cl)c(-c2ccc(Cl)cc2)c1C#N | -8
CCOC(CNC(=O)[C@H](Cc1ccccc1)NC(C)=O)OCC | -0.39
CC1CCCC(C)N1S(=O)(=O)c1ccc(NC2=NS(=O)(=O)c3ccccc32)cc1 (stereo not drawn) | 0.79
COC(=O)C1=C(Sc2ccc(Cl)cc2)CSC1 | -0.9
CC(=O)S[C@@H]1CC2=CC(=O)CC[C@]2(C)[C@H]2CC[C@@]3(C)[C@@H](CC[C@@]34CCC(=O)O4)[C@H]12 | 9.9
CCOC(=O)C1=C(C)N=C2SCCC(=O)N2C1c1ccc(C(C)(C)C)cc1 (stereo not drawn) | 0.17
CCOc1ccc(N2C(=O)C3C4c5ccccc5C(C)(c5ccccc54)C3C2=O)cc1 (stereo not drawn) | -0.08
N#Cc1c(-c2ccc(Cl)cc2)cc(-c2ccccc2)[nH]c1=S | 3.8*
O=C(Nc1ccc2c(c1)OCO2)c1ccncc1 | 1.3
O=C(OCc1ccccn1)c1ccc(COc2ccccc2Cl)o1 | 0.6
Cc1cccc2c1N(C(=S)Nc1cccc(Cl)c1)CCC2 | -2.4
COc1ccc(C2Nc3ccc(C(=O)c4ccccc4)cc3NC3=C2C(=O)CCC3)cc1OC (stereo not drawn) | 1.9
Cc1cc(C)cc(NC(=O)Nc2cc(C(C)(C)C)nn2C)c1 | -1.1
O=C(Nc1ccccc1)OCc1cccc(COC(=O)Nc2ccccc2)c1F | 1.4
CC(C)C(=O)Oc1ccc2c(c1)oc(=O)c1ccccc12 | -0.79
N#Cc1cnn(-c2ccccc2)c1NC(=O)CSc1nnc(-c2ccc(Cl)cc2)o1 | -0.2
O=C1NCCCC1C(=O)NNC(=S)NCc1ccccc1 (stereo not drawn) | -1.1

More entries follow.
SMILES | Dicer inh
COc1cc2c(=O)oc(-c3c(-c4c(F)cccc4Cl)noc3C)nc2c(OC)c1OC | -2.4
O=C(CN1C2=NCCN2c2ccccc21)c1cccc2ccccc12 | 1.5
NC(=S)c1sccc1Br | -0.25
COCCNC(=O)Cn1cnc2c1c(=O)n(C)c(=O)n2C | 0.63
Cn1c(=O)n(CCOc2ccc(Br)cc2)c2ccccc21 | -0.62
CCOC(=O)C(NC(=O)CC)(Nc1ccc(C)c(C)c1)C(F)(F)F (stereo not drawn) | 0.24
CC(=O)Nc1ccc(OC(=O)c2cccc(C(F)(F)F)n2)cc1 | -0.93
Nc1cc(=O)[nH]c(SCc2ccccc2)n1 | 1.3
O=C(O)CCCCCN1C(=O)C2CCCCC2C1=O (stereo not drawn) | -0.37
Cc1cn[nH]c1/N=C/C1=C(O)c2ccccc2C1=O | 0.42
O=c1[nH]c2ccc(Cl)cc2c(-c2ccccc2)c1N1CCOCC1 | 0.56
Cc1ccc2c(CC(=O)O)coc2c1C | -0.99
Cc1nn(CC(=O)N(C)C)c(=O)c2ccccc12 | 1.2
CCOC(=O)c1cnc(Sc2ccc(F)c(Cl)c2)nc1C(F)(F)F | -3.9
CC(=O)N1C(=O)CC(c2ccccc2)Sc2ccccc21 (stereo not drawn) | -0.64
Cc1nn(C)c2c1S(=O)(=O)N=C(SCc1c(F)cccc1Cl)S2 | -0.61
Cc1nc2c(nc(C)n2-c2ccccc2)s1 | 1.2
COC(=O)c1ccc(S(=O)(=O)N2CCCCCC2)n1C | 0.18
Cc1nc(-c2ccccc2)sc1C(=O)N/N=C/c1cc2ccccc2o1 | -0.12
Cc1ccc(S(=O)(=O)NC(C)c2ccccc2)cc1 (stereo not drawn) | 3
Nc1ccc2nc(-c3ccc(Cl)cc3)[nH]c2c1 | 2
O=C(CSc1nccc(-c2cccs2)n1)Nc1ccccc1 | -0.43
CC(=O)CSc1nnc2sc3ccccc3n12 | -0.21
CCOC(=O)c1sc(N2C(=O)c3oc4ccc(C)cc4c(=O)c3C2c2ccc(O)cc2)nc1C (stereo not drawn) | 0.43
Cc1cc(NS(=O)(=O)c2ccc(C(F)(F)F)cc2Cl)no1 | -0.44
CCN(CC)c1ccc2c(c1)CCCN2 | 0.03
COc1cccc(N2CC(=O)N(NC(=O)NC3CCCCC3)CC2=O)c1 | 2.8
COc1ccccc1-c1c(C(F)(F)F)oc2cc(OCC(=O)OCC(C)C)ccc2c1=O | 5.6
Cn1nc(C(F)(F)F)c(-c2ccc(F)cc2)c1NC(=O)Nc1ccc(F)cc1 | 2
COCc1nc(-c2ccccn2)[nH]c(=O)c1CC1CC1 | 0.08

20 compounds out of the list, ordered by SMILES length, lowest first.
SMILES | Dicer inh
NC(=S)c1sccc1Br | -0.25
O=C1CN(C(=O)OCc2ccccc2)CCN1 | 0.57
O=C1CC(c2ccccc2Cl)Sc2ccccc2N1 (stereo not drawn) | 0.97
O=C(O)CCCCCN1C(=O)C2CCCCC2C1=O (stereo not drawn) | -0.37
O=C(CSc1nccc(-c2cccs2)n1)Nc1ccccc1 | -0.43
Cc1cccc2c1N(C(=S)Nc1cccc(Cl)c1)CCC2 | -2.4
COc1ccc2c(c1)c(=O)oc1c(C)c3occ(C)c3cc12 | -0.37
O=C(NC(=S)Nc1cc(-c2cccs2)[nH]n1)c1ccccc1 | 0.84
Cc1nn(-c2cc(C)c3ccccc3n2)c2c1C1C(C2)C1(C)C (stereo not drawn) | 0.74
Cc1nc(-c2ccccc2)sc1C(=O)N/N=C/c1cc2ccccc2o1 | -0.12
CCOC(=O)C(NC(=O)CC)(Nc1ccc(C)c(C)c1)C(F)(F)F (stereo not drawn) | 0.24
COc1cc(/C=N/NC(=S)N/N=C/c2ccc(O)c(OC)c2)ccc1O | 3.9*
CSc1ccc(C2c3c(oc4ccccc4c3=O)C(=O)N2c2nncs2)cc1 (stereo not drawn) | 1.4
Nc1c(C(=O)Nc2ccc(F)c(F)c2)sc2nc(-c3ccncc3)ccc12 | 1.8
Cc1nn(-c2ccccc2)c(-c2ccccc2[N+](=O)[O-])c1C(=O)O | 0.72
CCOC(=O)C1=C(C)N=C2SCCC(=O)N2C1c1ccc(C(C)(C)C)cc1 (stereo not drawn) | 0.17
Cn1nc(C(F)(F)F)c(-c2ccc(F)cc2)c1NC(=O)Nc1ccc(F)cc1 | 2
N#Cc1cnn(-c2ccccc2)c1NC(=O)CSc1nnc(-c2ccc(Cl)cc2)o1 | -0.2
COc1ccccc1-c1c(C(F)(F)F)oc2cc(OCC(=O)OCC(C)C)ccc2c1=O | 5.6
COCCCN1C(=O)C(=O)/C(=C(\O)c2ccc(C)cc2)C12C(=O)N(C)c1ccccc12 (stereo not drawn) | -1.7

(continued)
SMILES | Dicer inh
CN1C(=O)C(O)(CC(=O)c2ccc(F)cc2)c2cc(Br)ccc21 (stereo not drawn) | -0.51
O=S(=O)(NC(=S)Nc1ccc(Cl)c(Cl)c1)c1ccccc1 | 1.5
O=C(c1ccccc1)c1cccc(Cl)c1 | -0.09
CCOC(=O)c1c(NC(=O)c2cccs2)sc(C(=O)Nc2ccc3c(c2)OCO3)c1C | 0.23
C=CCN1Cc2ccc(C(=O)O)cc2C1 | 3.2*
COc1ccc(-c2cn3cc(-c4cccc(Cl)c4)nc3n2C)cc1 | -0.91
CCOC(=O)c1sc(N2C(=O)c3oc4cc(C)c(C)cc4c(=O)c3C2c2ccc(O)cc2)nc1C (stereo not drawn) | 0.69
Cc1ccsc1C1CC(=O)Nc2ccccc2S1 (stereo not drawn) | -0.75
CC(C)c1nnc(N2C(=O)c3oc4ccccc4c(=O)c3C2c2cccnc2)s1 (stereo not drawn) | -0.41
COc1ccc(C2/C(=C(\O)c3ccccc3)C(=O)C(=O)N2CCCN(C)C)c(OC)c1 (stereo not drawn) | 0.33
CC1(C)CC(=O)C2=C(C1)NC1=C(C(=O)c3ccccc31)C2c1ccc(O)cc1 (stereo not drawn) | 0.58
CCCCc1nc2sc3c(NCCO)ncnc3c2c2c1COC(C)(C)C2 | -0.52
CC(=O)Nc1c(C)cc(Cl)cc1Cl | -0.62
c1ccc(Cc2nn3c(-c4ccccc4)nnc3s2)cc1 | -0.48
CC(=O)C(Sc1nccc(-c2cccnc2)n1)C(C)=O | -1.6
Cc1ccccc1C(=O)N(Cc1ccc(Br)cc1)c1ccc(F)cc1 | -0.32
COc1ccccc1N1C(=O)C2CCCCC2C1=O (stereo not drawn) | -1.8
COc1ccc2[nH]c(C(=O)N3CCCN(Cc4ccc(F)cc4)CC3)cc2c1 | -0.89
COc1ccc(/C=C2/N=C3SC(C)C(=O)N3C2=O)cc1 (stereo not drawn) | 2
Cn1c(=O)c2c(ncn2CC(=O)c2ccc(Cl)cc2)n(C)c1=O | 0.26
CCOC(=O)c1c(SC)[nH]c2c(Cl)cccc2c1=O | -1.8
CCOC(=O)c1c(NC(=O)c2sc3nc(C)cc(COC)c3c2N)sc2c1CCCC2 | -1.6
CC1CC(C)CN(c2ncc3c(n2)CC(c2ccccc2Cl)CC3=O)C1 (stereo not drawn) | -1.4
CC(=NCc1ccccc1)c1ccccc1O | 0.07
COC(=O)c1sc(C(F)(F)F)c(-c2ccccc2)c1S(=O)(=O)N1CCOCC1 | -0.23
O=[N+]([O-])c1ccc(N2CCN(CCO)CC2)c2ncccc12 | -1.1
CN(C)c1ccc(C(C[N+](=O)[O-])c2c(N)n(C)c(=O)n(C)c2=O)c(F)c1C#N (stereo not drawn) | -5.2
Cn1c(=O)c2c(Nc3ccc(F)cc3)cc(=O)n(-c3ccccc3)c2n(C)c1=O | -0.26
COc1ccc(S(=O)(=O)NC(C)(C)C)cc1-c1nnc2c3ccccc3c(C)nn12 | 0.25
CCOC(=O)C(NC(=O)c1cccc(Cl)c1)(Nc1ccc(F)c(F)c1F)C(F)(F)F (stereo not drawn) | 0.9
CN(c1ccc([N+](=O)[O-])cc1Cl)C1CCCCC1 | -1.1
CCOC(=O)c1c(C)csc1NC(=O)/C(C#N)=C/c1ccc(O)cc1 | 0.68
CNC(=S)NNC(=O)Cn1ccc(C(F)(F)F)cc1=O | -0.57
CN1C[C@H]2c3ccccc3Oc3ccc(Cl)cc3[C@@H]2C1 | -1.2
O=C1C(=O)N(CCCN2CCOCC2)C(c2ccccc2)/C1=C(\O)c1ccc(Br)cc1 (stereo not drawn) | 2.3
CN(C)/C=N/c1c(-c2nc(-c3ccc(Cl)cc3)cs2)cnn1C | 0.61
CCOc1cc(CN2CCN(CC3CC4C=CC3C4)CC2)ccc1OC (stereo not drawn) | -0.53
Cc1ccc(/C=c2\sc3nc(=O)c(C)nn3c2=O)o1 | 0.21
Cc1onc(-c2ccccc2Cl)c1C(=O)NN(C)C | 0.27
CCCc1cnc(N2CCN(S(C)(=O)=O)CC2)nc1 | 3.5*
Cc1cc(C)cc(NC(=O)N2c3ccccc3NC(=O)CC2C)c1 (stereo not drawn) | 0.38
CCN(CCS(=O)(=O)c1ccc(C)cc1)C(=O)c1ccc(-c2cc(C(F)(F)F)nn2C)s1 | 0.28
O=C(O)C(Cc1ccc(O)cc1)N1CCS(=O)(=O)CC1 (stereo not drawn) | 1.5
Cc1ccc(NC(=O)CSc2ccc(C(F)(F)F)cn2)cc1C#N | 1.3
CC1(C)CC(=O)c2c(cc(OS(=O)(=O)c3ccccc3)cc2OS(=O)(=O)c2ccccc2)O1 | 1.4
Cc1ccc(-c2c3c(=O)n(C)c(=O)n(C)c3c3cccnn23)cc1 | 0.09

Screening data (PubChem BioAssay)
